Pemphigus Ab inh = blocks pemphigus antibody binding to human desmoglein-3; AID 588358; 0.48% of 310,000 active; binding (percent of control), % at 10 µM; P32926; DSG3-coupled beads, scFv-anti-DSG3-GFP binding, flow cytometry; active compounds read low;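 active means binding more than 3 SD below its plate's average and above zero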;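 further: hits lower antibody fragment binding to DSG3; some compounds called inactive have numbers as strong as hits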
E coli growth = reduces bacterial viability in AddAB counter-screen | 0.27% of 330,000 active | E. coli V3065 growth, OD600 absorbance, 18 h | inhibition, % at 11.9 µM;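 active means inhibition above the campaign's mean inhibition across all tested compounds plus 3 SD, cut at about 9.9% in these data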;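 further: uninfected addAB+ strain grown without phage in ampicillin broth; 0% = DMSO wells and 100% = ciprofloxacin 0.95 µg/ml wells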
PKA-R1A act = activators of PKA-R1A complex. P00514+P68181. 0.083% of 340,000 active. PKA-R1A dissociation, Cy5-IP20 fluorescence polarization; scaled: DMSO 0%, 113 µM cGMP 100%. activation, % at 11.4 µM;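 active means percent activation above the mean of all tested compounds plus 3 SD, cut at about 19% in these data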;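 further: higher means more PKAc released from R1A so a rise in polarization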
HTR5A ag ctr = HTR5A agonism, opioid heterodimer counter-screen; P47898; activation, % at 9.3 µM; AID 504692; HTR5A agonist assay, luminescence, cell-based; 0.61% of 340,000 active; in the data active means activation mostly above about 9.5%, no sharp cut-off; inactive means mostly below about 7.6%;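 further: 0% = cells with vehicle only and 100% = reference agonist; strong numbers were not always called active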
MOR-DOR ag = OPRM1-OPRD1 heterodimerization agonism; P35372+P41143; cells, luminescence; activation, % at 9.3 µM; 0.3% of 340,000 active; in the data active means activation above about 18%;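 further: 0% = vehicle-treated cells and 100% = reference agonist; values of inactives mirror those of a sister screen read the other way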
Target sequence (P35372 whole entry, looked up): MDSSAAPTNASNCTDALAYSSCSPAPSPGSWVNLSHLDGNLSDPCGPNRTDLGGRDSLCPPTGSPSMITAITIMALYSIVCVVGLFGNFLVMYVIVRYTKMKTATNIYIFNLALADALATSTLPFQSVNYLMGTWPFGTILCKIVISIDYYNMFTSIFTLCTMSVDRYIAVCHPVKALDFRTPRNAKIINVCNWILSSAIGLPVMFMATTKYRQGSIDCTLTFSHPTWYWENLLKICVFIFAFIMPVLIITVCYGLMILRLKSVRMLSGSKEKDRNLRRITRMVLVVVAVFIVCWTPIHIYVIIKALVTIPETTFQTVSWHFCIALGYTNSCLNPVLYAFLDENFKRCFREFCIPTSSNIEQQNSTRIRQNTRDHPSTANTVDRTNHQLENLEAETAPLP
Target sequence (P41143 whole entry, looked up): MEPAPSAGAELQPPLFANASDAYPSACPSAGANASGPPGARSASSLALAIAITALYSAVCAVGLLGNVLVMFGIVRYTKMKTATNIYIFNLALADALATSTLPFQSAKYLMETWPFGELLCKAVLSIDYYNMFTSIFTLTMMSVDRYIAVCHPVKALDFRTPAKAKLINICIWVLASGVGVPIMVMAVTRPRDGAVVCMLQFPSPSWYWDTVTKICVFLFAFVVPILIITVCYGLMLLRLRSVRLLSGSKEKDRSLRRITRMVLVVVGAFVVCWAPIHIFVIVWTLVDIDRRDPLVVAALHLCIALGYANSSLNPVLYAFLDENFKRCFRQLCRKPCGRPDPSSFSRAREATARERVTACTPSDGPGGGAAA
OPRM1-OPRD1 inv = inverse agonists of human mu-delta opioid receptor heterodimerization. inhibition, % at 9.3 µM. 0.21% of 340,000 active. cell-based MOR-DOR heterodimer luminescence, inverse agonism. AID 504357; in the data active means inhibition above about 22%, passing the limit was not always enough;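 further: 0% = cells with DMSO and 100% = wells without cells with DMSO; values of inactives mirror those of a sister screen read the other way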
PfHsp90 yeast 2 = reduces growth (ATP signal) of yeast expressing P. falciparum Hsp90; AID 504621; inhibition, % at 9.4 µM; S. cerevisiae expressing PfHsp90, BacTiter-Glo ATP, 48 h; yeast lacking PDR1 and PDR3 efflux regulators; 0.32% of 310,000 active;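 active means every replicate shows inhibition above about 80%, whatever the replicate mean, limit read from the data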;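 further: 0% = DMSO neutral controls and 100% = 20 µM radicicol positive controls; yeast relying on Plasmodium falciparum Hsp90 in place of its own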
HTR5A inv ctr = counter-screen for OPRM1-OPRD1 inverse agonists: human HTR5A inverse agonism; HTR5A cell line, luminescence; AID 504634; 0.083% of 340,000 active; inhibition, % at 9.3 µM; P47898; in the data active means inhibition mostly above about 23%, no sharp cut-off; inactive means mostly below about 18%;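 further: 0% = cells with DMSO and 100% = no-cell wells with DMSO; some compounds called inactive have numbers as strong as hits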
phage Ecoli inh = E. coli growth loss with phage present | growth absorbance | inhibition, % at 11.9 µM | 0.26% of 360,000 active; in the data active means inhibition above about 11%
SUMO Mot1 rescue = blocks SUMOylation pathway, rescuing yeast Mot1-301 growth; 1% of 320,000 active; S. cerevisiae Mot1-301 growth rescue, ATP luminescence, 38.5C; percent above DMSO median, 100 means doubled; growth rescue, % at 18.8 µM;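 active means every valid replicate shows activation above 250% relative to neutral control wells; inactive means the rest, any valid replicate at or below 250%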;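 further: OY570 slx delta 5 strain wells were the positive control but not used for scaling; some compounds called inactive have numbers as strong as hits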
AddAB inh = less growth of phage-infected E. coli with AddAB | 0.29% of 330,000 active | inhibition, % at 11.9 µM | AID 435030 | E. coli expressing H. pylori AddAB, absorbance growth; in the data active means inhibition above about 12%;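 further: 0% = vehicle wells of infected cells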
The depositor's hits bear a star; . = not tested or not shown.

SMILES	Pemphigus Ab inh	E coli growth	PKA-R1A act	HTR5A ag ctr	MOR-DOR ag	OPRM1-OPRD1 inv	PfHsp90 yeast 2	HTR5A inv ctr	phage Ecoli inh	SUMO Mot1 rescue	AddAB inh
O=C(c1ccc(-c2ccccc2Cl)o1)N1CCN(c2ccccc2O)CC1	101	-0.1	-15	12	11	-71	-20	-32	1.6	-10	0.2
C=CCC(=O)N1CCCC(CO)(Cc2ccc(F)cc2F)C1 (stereo unspecified)	99	-1.4	-13	0	0.6	-3	6	-1	-0.6	-20	1.9
COc1cc(/C=C2\CCn3c2nc2cc(C(=O)O)ccc2c3=O)ccc1OC(F)F	95	1.1	1	3	-2.5	13	-19	-10	-1.5	-8	1.4
COc1ccc(CCN2CC(C(=O)OCC(=O)NC(Cc3ccccc3)C(C)=O)CC2=O)cc1OC (stereo unspecified)	101	.	-10	4	-1.2	6	-2	-16	-1.3	.	.
COCCOC(=O)c1c(N)n(CCCN2CCOCC2)c2nc3ccccc3nc12	.	-1.0	1	2	-2.7	13	-12	-34	1.5	157	3.8
CCCCN(C(=O)CC1CCCC1)c1c(N)n(CC(C)C)c(=O)[nH]c1=O	107	2.0	-6	6	1.1	-8	7	-16	1.9	2	0.0
Cc1cc(C)cc(NS(=O)(=O)c2ccc(NC(=O)C3CCCCC3C(=O)O)cc2)c1 (stereo unspecified)	107	0.6	2	4	-0.6	4	-12	9	3.6	8	0.2
Cc1ccc(N(C)S(=O)(=O)c2ccc(-c3cc(C)no3)s2)cc1	.	-0.7	-3	2	1.8	-9	1	-8	2.2	-13	2.1
CCC(=O)NCCc1nc(-c2ccccc2)no1	102	-0.4	0	-5	-1.0	6	10	12	1.6	-2	5.5
Cc1ccc(C)c(N2CCN(C(=O)CCS(=O)(=O)c3ccc4c(c3)oc(=O)n4C)CC2)c1	.	-0.6	-7	0	-1.4	7	-9	1	2.7	-2	0.2
CSc1c(-c2ccccc2)nc2ccc(Cl)cc2c1C(=O)O	106	-0.5	-7	2	-1.3	7	.	-4	2.8	-11	2.4
Cc1ccc(S(=O)(=O)c2nc(C)c3c(n2)CCC3)cc1	103	2.4	-2	-4	-2.8	15	5	11	0.9	-3	3.9
CN(C)c1ccc(C(=S)N2CCOCC2)cc1Br	91	1.0	-5	-1	-2.2	12	19	4	1.9	-14	1.4
COC(=O)C1CCN(C(=O)CN2C(=O)c3ccccc3S2(=O)=O)CC1	94	-0.8	-12	-4	1.4	-9	.	-16	2.4	278	2.7
O=C(Nc1nc2ccccc2[nH]1)C1CC(=O)N(c2ccc3c(c2)OCCO3)C1 (stereo unspecified)	.	0.8	3	-4	-2.5	10	5	10	0.7	-4	0.8
CCN1/C(=C2/OC(=S)N(C)C2=O)Sc2ccccc21	104	.	-1	-5	-0.3	2	1	-7	2.2	.	.
Cc1cc2nc(-c3ccc(=O)[nH]c3)n(Cc3ccccc3)c2cc1C	104	-0.9	-7	-1	-3.8	17	-27	2	-3.3	4	-2.2
Cc1nc2ccc(C(=O)O)cc2c2c1CC(CN)O2 (stereo unspecified)	106	0.5	7	1	-2.9	16	-9	6	2.9	548	3.1
Cc1ccnc2nc(C(=O)N3CCN(c4ccc(F)cc4)CC3)nn12	120	-1.9	-3	3	-3.2	15	18	4	1.0	-12	2.4
Cc1nc(-c2cccc(NC(=O)COc3ccc(Cl)cc3)c2)cs1	108	.	-8	3	2.1	-11	-45	-12	4.2	60	.

The closing 2 entries of the section before are carried over, then new ones follow:
SMILES	Pemphigus Ab inh	E coli growth	PKA-R1A act	HTR5A ag ctr	MOR-DOR ag	OPRM1-OPRD1 inv	PfHsp90 yeast 2	HTR5A inv ctr	phage Ecoli inh	SUMO Mot1 rescue	AddAB inh
Cc1ccnc2nc(C(=O)N3CCN(c4ccc(F)cc4)CC3)nn12	120	-1.9	-3	3	-3.2	15	18	4	1.0	-12	2.4
Cc1nc(-c2cccc(NC(=O)COc3ccc(Cl)cc3)c2)cs1	108	.	-8	3	2.1	-11	-45	-12	4.2	60	.
O=C(/C=C/c1cccc([N+](=O)[O-])c1)OCC(=O)c1ccccc1	94	0.4	-3	5	2.6	-14	-42	-9	3.1	-13	1.3
O=C(NCc1ccc(-c2nc3ccccc3s2)cc1)c1ccc(Br)o1	101	-1.6	-2	8	0.7	-4	9	-22	3.4	61	3.0
Cn1cnc(S(=O)(=O)N2CCN(c3ccc(F)cc3)CC2)c1	107	1.1	.	.	.	.	.	.	3.5	-4	0.8
COC(=O)c1c[nH]c(=O)c2ccccc12	100	-0.4	-8	-3	-2.7	14	12	7	5.8	-2	0.3
Cc1snc2sc(C(=O)c3ccc(Br)cc3)c(N)c12	102	0.2	-2	-9	-0.3	1	.	19	1.7	8	2.4
COc1ccc(NC(=O)CN2CCN(CC(=O)Nc3ccccc3F)CC2)cc1OC	96	2.1	1	1	-0.7	3	2	1	3.2	-7	2.4
Cc1ccc(Cl)cc1NC(=O)C1COc2ccccc2O1 (stereo unspecified)	132	-0.9	-4	0	1.2	-6	-3	0	4.8	4	7.0
COc1ccc(OCC(=O)N/N=C/c2cccc3cccnc23)cc1	105	3.1	-6	2	-3.1	16	4	-4	-1.7	-2	0.7
C#CCOc1c(Cl)cc(/C=C2/C(=O)ON=C2C)cc1OC	90	0.5	-5	4	-4.4	20	-26	-14	-0.3	25	0.0
Cc1cc(NC(=O)CSc2nnc(-c3ccccc3F)n2C)no1	104	2.5	2	-1	-2.8	11	10	22	3.2	-5	3.8
CCn1ccnc1CNC(=O)C1CCC(=O)N(Cc2cccc(C(F)(F)F)c2)C1 (stereo unspecified)	104	-3.1	-10	3	-2.0	11	-5	-5	1.5	5	-1.3
C/C(=N\NC(=O)C1CC1)c1cccs1	118	-1.3	-6	4	-2.6	14	.	-18	2.5	1	-2.1
O=C1CC(c2ccccc2Cl)CC(O)=C1C=NCCCO (stereo unspecified)	99	0.5	4	-1	-2.5	12	-4	3	3.9	0	1.4
COc1ccc(CCN(Cc2cccs2)S(=O)(=O)c2ccc(-n3cnnn3)c(OC)c2)cc1OC	102	-1.8	0	5	0.1	-1	31	-19	1.4	9	0.7
COc1ccc2c(-c3ccccc3)cc(N3CCOCC3)nc2c1	98	-0.6	3	0	2.9	-17	-9	-18	0.9	-1	3.0
CC(CCc1ccccc1)NC(=O)CCNS(=O)(=O)c1ccccc1 (stereo unspecified)	100	-0.7	10	11	-3.0	16	16	-26	3.2	-4	-1.4
Cc1cc(C(=O)O)sc1C	108	-3.0	7	5	-1.1	6	17	7	1.2	2	0.9
CCOC(=O)N1CCN(S(=O)(=O)c2ccc(OC)c(OC)c2)CC1	104	0.0	-4	-2	-1.9	9	-19	0	5.9	-6	0.0
O=C(N/N=C/c1cc2ccccc2nc1Cl)[C@H]1C[C@@H]1c1ccccc1	104	1.3	-3	7	3.4	-17	11	6	-0.1	19	2.3
COc1ccc2oc(=O)c(-c3nc4ccccc4o3)cc2c1	97	-0.2	3	0	-0.1	0	-11	18	1.1	13	1.8

Sorted by molar mass (largest number first): 5 of the compounds above
SMILES	Pemphigus Ab inh	E coli growth	PKA-R1A act	HTR5A ag ctr	MOR-DOR ag	OPRM1-OPRD1 inv	PfHsp90 yeast 2	HTR5A inv ctr	phage Ecoli inh	SUMO Mot1 rescue	AddAB inh
CC(CCc1ccccc1)NC(=O)CCNS(=O)(=O)c1ccccc1 (stereo unspecified)	100	-0.7	10	11	-3.0	16	16	-26	3.2	-4	-1.4
Cc1snc2sc(C(=O)c3ccc(Br)cc3)c(N)c12	102	0.2	-2	-9	-0.3	1	.	19	1.7	8	2.4
COc1ccc(OCC(=O)N/N=C/c2cccc3cccnc23)cc1	105	3.1	-6	2	-3.1	16	4	-4	-1.7	-2	0.7
C/C(=N\NC(=O)C1CC1)c1cccs1	118	-1.3	-6	4	-2.6	14	.	-18	2.5	1	-2.1
COC(=O)c1c[nH]c(=O)c2ccccc12	100	-0.4	-8	-3	-2.7	14	12	7	5.8	-2	0.3

The list continues.
SMILES	Pemphigus Ab inh	E coli growth	PKA-R1A act	HTR5A ag ctr	MOR-DOR ag	OPRM1-OPRD1 inv	PfHsp90 yeast 2	HTR5A inv ctr	phage Ecoli inh	SUMO Mot1 rescue	AddAB inh
O=C(NCc1ccco1)/C(=C\c1ccccc1)NC(=O)c1ccccc1	128	1.9	-2	-2	0.1	-1	-11	13	1.2	-2	0.7
CCOc1ccc2nc(SCC(=O)N(C)C3CCS(=O)(=O)C3)[nH]c2c1 (stereo unspecified)	.	-1.5	4	5	-0.9	6	-13	-12	1.9	-3	1.3
Cc1ccc(NS(=O)(=O)c2cc([N+](=O)[O-])ccc2NNC(=S)Nc2cccc(Cl)c2)c(C)c1	100	-1.3	-3	-1	-0.9	5	12	5	.	2	2.4
Cc1ccc(OCc2cc(C(=O)N3CCC(C(O)C(C)C)CC3)no2)cc1C (stereo unspecified)	109	-0.3	2	1	2.5	-13	-53	17	-0.4	-4	1.4
NC1=NC(c2ccc(Cl)cc2)n2c(nc3ccccc32)N1 (stereo unspecified)	100	0.8	-6	-4	-2.3	13	-17	14	4.9	-8	4.3
CCOc1ccc(-c2c(C(=O)N/N=C(\C)c3ccncc3)nnn2-c2nonc2N)cc1	100	3.5	-10	-1	-2.8	15	0	2	4.3	-15	0.0
CCC(NS(=O)(=O)c1ccc(OC)cc1)C(=O)O (stereo unspecified)	103	-0.3	1	1	-0.2	1	.	20	1.6	98	0.9
COc1ccc(NS(=O)(=O)c2cc(NC(=O)c3ccccc3)ccc2N2CCOCC2)cc1	.	0.3	-6	4	-1.7	7	27	-10	5.6	-20	-1.9
